High-throughput results: PubChem BioAssay, National Center for Advancing Translational Sciences (NCATS)
Vif-A3G inh = inhibitors of Vif-APOBEC3G interaction; Potency, µM (series often up to 46.1 µM), without a hit: at the highest dose activity, negative = active, usual class: inhibitors; HeLa A3G-eYFP + Vif (tagged APOBEC3G with the HIV-1 protein that degrades it), YFP fluorescence, overnight; AID 602310; 410,000 tested, 0.076% active;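 further: potency means the concentration at half of the fitted maximal effect; on the % scale 0 is the no-effect control and ±100 the full control effect; nearly all actives have a fitted effect of over 60% in size; hits raise eYFP signal because A3G escapes Vif-driven loss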
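Read-out is eYFP fluorescence (Ex 488/Em 500-530) from Vif-expressing HeLa A3G-eYFP cells; more signal means A3G escaped Vif-mediated degradation. Cells plated overnight, compound pinned in, incubated overnight at 37 deg C.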
TrxR1 substrate = rat thioredoxin reductase 1 substrate activity. O89049. purified TrxR1 substrate turnover, NADPH consumption readout. Potency, µM (top dose mostly 114 µM), inactives show top-dose activity change, negative = substrate turnover. 390,000 tested, 0.01% active. AID 588456; further: potency means the concentration at half of the fitted maximal effect; on the % scale 0 is the no-effect control and ±100 the full control effect; nearly all actives have a fitted effect of over 50% in size
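Rat TrxR1, dispensed at 90 nM, was prereduced with 400 uM NADPH (final) for 5 min at ~22 deg C, then incubated with compound 15 min before 400 uM selenite. A first-read NADPH fluorescence drop versus no-compound background flagged substrates.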
IDH1 R132H inh = inhibitors of human mutant IDH1 R132H; IDH1-R132H enzyme, NADPH consumption, diaphorase/resazurin fluorescence; Potency, µM (highest dose often 76.6 µM), without a hit: top-dose activity change, negative = inhibition, hits mostly inhibitors; 390,000 tested, 0.093% active; further: potency means the concentration at half of the fitted maximal effect; on the % scale 0 is the no-effect control and ±100 the full control effect; nearly all actives have a fitted effect of over 65% in size
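IDH1-R132H (0.5 ug/mL dispensed) in pH 7.5 Tris buffer was preincubated 30 min with compound, then given a substrate mix of 0.016 mM NADPH and 2 mM alpha-KG for 80 min at room temperature; remaining NADPH was read by diaphorase/resazurin fluorescence.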
LDHA inh = inhibitors of human lactate dehydrogenase A; P00338; 480,000 tested, 0.15% active; AID 1347041; activity change, % (values are at about 110 or 230 µM); purified LDHA, NADH/diaphorase-resazurin fluorescence; stronger effect = lower value; in the data active means activity change below about -30%; inconclusive means mostly about -25% to -30%;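 further: plate controls were DMSO wells for no effect and wells without enzyme for full effect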
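Human LDH5 at 2 nM final in Tris HCl pH 7.4 with 0.06 mM NADH and 0.2 mM pyruvate, reacted 5 minutes at room temperature. Remaining NADH coupled via diaphorase/resazurin; resorufin fluorescence read at 0 and 20 minutes, normalized to enzyme-free and DMSO wells.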
USP1 inh = inhibitors of human USP1/UAF1 deubiquitinase; 390,000 tested, 0.23% active; AID 743255; Potency, µM (titrated, usually from 57.1 µM), for the others: top-dose activity change, negative = inhibition, most hits filed as inhibitors; recombinant USP1/UAF1, Ub-Rhodamine cleavage fluorescence; O94782; further: potency means the concentration at half of the fitted maximal effect; on the % scale 0 is the no-effect control and ±100 the full control effect; nearly all actives have a fitted effect of over 60% in size; inactives centre near -12
Target sequence (O94782 whole entry, looked up): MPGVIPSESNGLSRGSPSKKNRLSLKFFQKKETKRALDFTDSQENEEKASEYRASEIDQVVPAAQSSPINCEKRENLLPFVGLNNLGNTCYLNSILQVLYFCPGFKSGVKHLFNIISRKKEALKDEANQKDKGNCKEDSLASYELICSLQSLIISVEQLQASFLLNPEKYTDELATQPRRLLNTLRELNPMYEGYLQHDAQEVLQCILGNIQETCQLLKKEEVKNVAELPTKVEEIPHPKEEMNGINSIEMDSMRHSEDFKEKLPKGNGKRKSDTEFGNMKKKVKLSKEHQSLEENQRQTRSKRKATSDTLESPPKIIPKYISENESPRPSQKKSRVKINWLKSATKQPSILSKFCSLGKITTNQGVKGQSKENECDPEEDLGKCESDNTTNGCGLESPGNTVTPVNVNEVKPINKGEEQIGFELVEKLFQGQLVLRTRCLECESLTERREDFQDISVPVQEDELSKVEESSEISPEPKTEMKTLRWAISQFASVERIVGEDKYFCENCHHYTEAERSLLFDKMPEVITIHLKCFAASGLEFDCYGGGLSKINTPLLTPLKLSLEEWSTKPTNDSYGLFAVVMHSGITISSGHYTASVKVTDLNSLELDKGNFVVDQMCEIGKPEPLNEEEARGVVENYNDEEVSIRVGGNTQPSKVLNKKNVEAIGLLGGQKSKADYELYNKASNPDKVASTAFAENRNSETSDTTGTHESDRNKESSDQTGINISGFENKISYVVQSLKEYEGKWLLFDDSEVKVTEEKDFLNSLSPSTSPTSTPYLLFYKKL
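USP1/UAF1 complex at 1 nM was preincubated with compound for 15 min at room temperature, then Ub-Rho substrate (150nM final) was added. Fluorescence (480/540 nm) was read kinetically, 6 reads every 60 seconds.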
Vif-A3F inh = inhibitors of Vif-A3F interaction; Potency, µM (titrated, usually from 46.1 µM), without a hit: at the highest dose activity, negative = active; HeLa A3F-eYFP + Vif (tagged APOBEC3F with the HIV-1 protein that degrades it), YFP fluorescence increase; AID 602313; 390,000 tested, 0.2% active; further: potency means the concentration at half of the fitted maximal effect; % of control where 0% means no effect; nearly all actives have a fitted effect of over 65% in size
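HeLa cells stably expressing A3F-eYFP plus Vif, plated and incubated overnight at 37 deg C, then exposed to compounds overnight at 37 deg C. Blocked degradation read as raised yellow fluorescence (Ex 488/Em 500-530).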
GRP78 ERSR act = inducers of ER stress response in human glioma cells. Potency, µM, without a hit: at the highest dose activation, hits mostly activators. 420,000 tested, 0.02% active. U87-MG GRP78 promoter luciferase reporter, 16 h; further: potency means the concentration at half of the fitted maximal effect; series mostly up to about 76 µM; % of control where 0% means no effect; nearly all actives have a fitted effect of over 35% in size
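Stably transfected U87-MG human glioma cells carrying a GRP78-based luminescent sensor were seeded at 1000 cells/well, pin-dosed with compounds and incubated 16 h. Luciferase reagent was then added, and end-point luminescence was read after 10 min at room temperature.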
RGS4 inh = human RGS4 inhibition; Transcreener GDP fluorescence polarization, RGS4-accelerated GTP hydrolysis; 390,000 tested, 0.039% active; Potency, µM (doses to about 114 µM), without a hit: at the highest dose activity change, negative = inhibition, most hits filed as inhibitors; P49798; further: potency means the concentration at half of the fitted maximal effect; on the % scale 0 is the no-effect control and ±100 the full control effect; nearly all actives have a fitted effect of over 75% in size; some results filed as inactive show a strong effect at the top dose
Target sequence (P49798 whole entry, looked up): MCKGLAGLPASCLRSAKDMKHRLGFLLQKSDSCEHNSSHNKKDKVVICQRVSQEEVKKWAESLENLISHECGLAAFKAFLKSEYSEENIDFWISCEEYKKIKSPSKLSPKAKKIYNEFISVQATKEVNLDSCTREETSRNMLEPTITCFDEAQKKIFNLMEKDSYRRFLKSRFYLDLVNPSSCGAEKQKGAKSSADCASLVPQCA
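MLSMR compounds (23 nl, pin-transferred) preincubated 10 min at room temperature with a 500nM (2x) first reagent, then RGS4 at 900nM (2x) plus Transcreener GDP mix added; fluorescence polarization (620/688 nm) read before and after 90 min at 30 °C.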
TrxR1 inh = blocks rat thioredoxin reductase 1; O89049; recombinant rTrxR1, NADPH fluorescence consumption, selenite substrate; Potency, µM (titrated, usually from 114 µM), without a hit: at the top dose activity change, negative = inhibition, hits mostly inhibitors; 390,000 tested, 1% active; further: potency means the concentration at half of the fitted maximal effect; on the % scale 0 is the no-effect control and ±100 the full control effect; nearly all actives have a fitted effect of over 65% in size
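Rat TrxR1 (90 nM in the dispensed reagent) was pre-reduced with 400 uM NADPH for 5 min at room temperature, then incubated with compound for 15 min. After 400 uM selenite was added, NADPH fluorescence (Ex 340/Em 450 nm) was followed for 8 min.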
* marks the source's active call; other numbers are inactive results; ? = inconclusive; · = no result given; [ ] = another dose, or the depositor's remark. Unless noted, the call rests on the fitted dose curve; in most records, active means well fitted curve in the direction sought with a large enough effect; inconclusive means small, poorly fitted or top-dose-only effect, or another doubt; inactive means no such curve, though single readings can be large; an effect the other way counts as inactive or inconclusive. A portion of the library (hit frequency here may not be typical).

item	molecule	Vif-A3G inh	TrxR1 substrate	IDH1 R132H inh	LDHA inh	USP1 inh
1	CCOC(=O)c1scc(-c2ccccc2)c1S(=O)(=O)Nc1cc(Cl)c(OC)cc1OC	0%	-3%[57.1 µM]	26%	-3	-11%
2	CCCCn1c(O)c(/C=C2\C=NN=C2c2ccccc2)sc1=S	-19%	-10%	5%	-5	-16%
3	CCc1cccc(CC)c1NC(=O)CSc1nnc(C2CC2)n1N	3%	-4%	7%	-7	-17%
4	COc1ccc(Cl)cc1-c1nc(N)nc(NC2CCCCC2)n1	1%	-9%	-1%	2	-22%
5	CCOC(=O)c1cc(CC)sc1NC(=O)c1ccc([N+](=O)[O-])c(N2CCOCC2)c1	1%	-6%	-1%	-7	-26%
6	O=C(CN1CCN(c2cccc(Cl)c2)CC1)NCc1ccccc1	2%	-3%	4%	-11	-17%
7	COc1cccc(NC(=O)CN2CCN(CC(=O)Nc3ccc(F)cc3)CC2)c1	-18%	-6%	-11%	-5	-22%
8	COc1ccc(C)cc1S(=O)(=O)NCC(c1cccnc1)N1CCc2ccccc2C1 (stereo not drawn)	-4%	1%	-1%	-1	-10%
9	C=C(C)C1CC=C(C)/C(=N/NC(=O)COc2ccc(Cl)cc2)C1 (stereo not drawn)	1%	-3%	6%	-9	-20%
10	O=C(COC(=O)C1CC(=O)N(Cc2ccccc2)C1)Nc1ccc(Cl)cc1F (stereo not drawn)	1%	-2%	6%	-1	-19%
11	Cc1ccccc1NC(=O)CSc1nc2nccnc2c(=O)n1CCc1c[nH]c2ccccc12	-6%	-1%	-14%	-6	7%
12	COc1ccccc1-c1nnc(SCC(=O)O)n1C	1%	2%[57.1 µM]	2%	1	6%

item	Vif-A3F inh	GRP78 ERSR act	RGS4 inh	TrxR1 inh
1	-10%	-2%	-6%	23%[57.1 µM]
2	12%	-12%	-13%	-12%
3	0%	-2%	-25%	1%
4	6%	-4%	16%	-5%
5	6%	-3%	7%	-3%
6	0%	-4%	31%	21%
7	-6%	-3%	-13%[56.9 µM]	-17%
8	0%	-4%	23%	29%
9	?	-4%	-21%	0%
10	11%	-2%	-5%	6%
11	8%	-3%	-38%	3%
12	9%	-2%	-8%	19%

Following part:
item	molecule	Vif-A3G inh	TrxR1 substrate	IDH1 R132H inh	LDHA inh	USP1 inh
13	CC(=O)Nc1ccc(C2NC(=S)N(c3ccccc3C(F)(F)F)C(C)=C2C(=O)N2CCOCC2)cc1 (stereo not drawn)	3%	-1%	3%	-1	-22%
14	CC(C)(C)c1ccc(Oc2ccc(NC(=O)C3CC=CCC3C(=O)O)cc2)cc1 (stereo not drawn)	-16%	4%	-1%	-5	-18%
15	CCN(Cc1ccc(OC)cc1)c1ccc(-c2nc(-c3ccncc3)no2)cc1[N+](=O)[O-]	4%	-5%	7%	-2	-15%
16	C=CCc1cccc(C=NNC(=O)CN2CCN(Cc3ccccc3)CC2)c1O	·	-2%[57.1 µM]	·	·	·
17	C[C@H](CO)N1C[C@H](C)[C@@H](CN(C)S(=O)(=O)c2ccccc2)Oc2c(NC(=O)Nc3ccccc3)cccc2C1=O	-6%	1%	0%	-10	-21%
18	COc1ccc(C(=O)Nc2cc(C(C)C)c(O)c(S(=O)(=O)c3ccc(Cl)cc3)c2C)cc1	-3%	-1%	4%	-5	-27%
19	Cc1ccccc1S(=O)(=O)Cc1ccc(C(=O)NC2CCCCC2C)o1 (stereo not drawn)	-2%	6%	0%	-4	-21%
20	COc1cc(/C=N/n2c(C3CCCCC3)n[nH]c2=S)cc(Br)c1O	-4%	-3%	-1%	-2	-15%
21	COc1ccc(S(=O)(=O)N2CCOCC2)cc1NC(=O)CCc1nc2ccccc2c(=O)[nH]1	1%	0%	-5%	3	-3%
22	Cc1ccc(Cn2ccsc2=NC(=O)CCl)cc1	?	9%	-2%	-1	-18%
23	COc1ccc(/C=N/NC(=O)CNC(=O)c2ccc(S(=O)(=O)N3CCOCC3)cc2)cc1OC	2%	7%[57.1 µM]	3%	-4	-17%
24	Cc1nc2ccccc2c(=O)n1CCN1CCOCC1	0%	14%	3%	-3	-12%

item	Vif-A3F inh	GRP78 ERSR act	RGS4 inh	TrxR1 inh
13	-1%	-3%	-2%	-15%
14	8%	-11%	8%	13%
15	-1%	2%	7%	-9%
16	·	-2%	13%[56.9 µM]	-11%[57.1 µM]
17	5%	-2%	10%	17%
18	-4%	2%	1%	17%
19	-1%	-6%	36%[11.4 µM]	-6%
20	10%	-3%	-52%	-20%
21	-4%	-1%	-5%	?
22	2%	-15%	-15%	?
23	4%	-2%	-5%	3%[57.1 µM]
24	8%	-4%	-47%	28%

(continued)
item	molecule	Vif-A3G inh	TrxR1 substrate	IDH1 R132H inh	LDHA inh	USP1 inh
25	C=CCc1ccccc1OCC(O)CN1CCN(C(=O)OCC)CC1 (stereo not drawn)	3%	-11%	2%	-12	-2%
26	CCOc1ccc(-n2cc(C(=O)NCc3ccco3)c3cc(OC)c(OC)cc3c2=O)cc1	-17%	-4%	3%	1	-18%
27	O=C1CCN1C1(C(=O)NC2CCCCC2)CCCC1	-1%	1%	3%	0	-6%
28	COc1ccc(CCNC(=O)CSc2nc(=O)n3cc(C)ccc3n2)cc1OC	-1%	-13%	6%	-4	-16%
29	C/C=C/c1ccc(OCCCNC2CCCC2)c(OC)c1	2%	2%	9%	-18	-12%
30	COc1cc2c(=O)c(S(=O)(=O)c3ccc(F)cc3)cn(Cc3ccccc3C)c2cc1OC	-1%	0%	-9%	-1	-14%
31	CCOc1cc(-c2nc(-c3ccc(OC)cc3)no2)cc(OCC)c1OCC	-7%	-11%	9%	-2	-9%
32	CCOc1cc(/C=N/NC(N)=S)cc(Br)c1OCc1ccccc1C	-4%	-5%	-2%	-6	-22%
33	O=[N+]([O-])c1ccc(-c2c(O)c3ccccc3c3nc4ccccc4nc23)cc1	0%	5%	0%	0	-13%
34	CCCC(c1nnnn1Cc1cccs1)N1CCN(C2CCCC2)CC1 (stereo not drawn)	2%	-7%	7%	-6	-6%
35	c1coc(-c2nnc3sc(C4CCCCC4)nn23)c1	1%	7%	-1%	-3	-5%
36	CCC12CN(C(=O)c3ccc([N+](=O)[O-])cc3)CC(CC)(CN(C(=O)c3ccc([N+](=O)[O-])cc3)C1)C2=O	1%	-8%	-16%	-3	-16%
37	C=CCNC(=S)N1CCN(CCN=CC2=C(O)CC(c3ccc(Cl)cc3)CC2=O)CC1 (stereo not drawn)	0%	7%[57.1 µM]	0%	-6	-4%
38	CCOC(=O)C(N)CSC1CC(=O)N(c2ccc(OCC)cc2)C1=O (stereo not drawn)	1%	9%	11%	0	-19%
39	CN(C)C1=NCCN1CC1CCCCC1	0%	-4%[57.1 µM]	20%	0	-11%

item	Vif-A3F inh	GRP78 ERSR act	RGS4 inh	TrxR1 inh
25	-2%	-2%	14%	-9%
26	4%	-8%	-35%	-18%
27	1%	-4%	-16%	-1%
28	4%	-5%	-13%	-7%
29	-6%	-2%	-10%	-13%
30	-11%	-3%	-5%	-3%
31	3%	-5%	-7%	-19%
32	-7%	-5%	?	-12%
33	4%	-1%	-4%[11.4 µM]	11%
34	-4%	-4%	?	-3%
35	-20%	-3%	?	-6%
36	1%	-2%	-11%	12%
37	6%	9%	-3%	20%[57.1 µM]
38	0%	5%	4%	?
39	-2%	-1%	-27%	7%[57.1 µM]

Laid out differently: entries from further up
The line under a structure holds: Vif-A3G inh	TrxR1 substrate	IDH1 R132H inh	LDHA inh	USP1 inh	Vif-A3F inh	GRP78 ERSR act	RGS4 inh	TrxR1 inh
(23) COc1ccc(/C=N/NC(=O)CNC(=O)c2ccc(S(=O)(=O)N3CCOCC3)cc2)cc1OC
→ 2%	7%[57.1 µM]	3%	-4	-17%	4%	-2%	-5%	3%[57.1 µM]
(24) Cc1nc2ccccc2c(=O)n1CCN1CCOCC1
→ 0%	14%	3%	-3	-12%	8%	-4%	-47%	28%
(25) C=CCc1ccccc1OCC(O)CN1CCN(C(=O)OCC)CC1 (stereo not drawn)
→ 3%	-11%	2%	-12	-2%	-2%	-2%	14%	-9%
(26) CCOc1ccc(-n2cc(C(=O)NCc3ccco3)c3cc(OC)c(OC)cc3c2=O)cc1
→ -17%	-4%	3%	1	-18%	4%	-8%	-35%	-18%
(27) O=C1CCN1C1(C(=O)NC2CCCCC2)CCCC1
→ -1%	1%	3%	0	-6%	1%	-4%	-16%	-1%
(28) COc1ccc(CCNC(=O)CSc2nc(=O)n3cc(C)ccc3n2)cc1OC
→ -1%	-13%	6%	-4	-16%	4%	-5%	-13%	-7%
